Compound activity as filed in PubChem.
Yp Topo-I inh – inhibitors of Yersinia pestis topoisomerase I; AID 504884; 360,000 tested, 0.064% active; Y. pestis Topo-I cleavage product accumulation, plate reader; activity, % at 10 µM; in the data active = activity above about 50%, passing the limit was not always enough; also: inactives centre near 2
CCHFV vOTU inh – CCHFV vOTU protease inhibition; Pep-AMC fluorescence; inhibition, % at 11.5 µM; 370,000 tested, 0.55% active; in the data active = inhibition above about 30%; also: 0% = vehicle wells with enzyme and 100% = no enzyme wells
Rv3671c inh – Rv3671c (M. tuberculosis) protease inhibition; P9WHR9; inhibition, % at 5.96 µM; 320,000 tested, 0.048% active; AID 2606; in the data active = inhibition above about 38%;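 also: extracellular domain of Rv3671c used as enzyme; 0% = enzyme with DMSO and 100% = no enzyme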
PriA SSB inh – blocks PriA binding to SSB C-terminal tail; 430,000 tested, 0.6% active; AID 1272365; AlphaScreen SSBct-PriA binding, biotinylated peptide; inhibition, % at 33 µM; in the data active = inhibition mostly above about 37%, no sharp cut-off; inactive = mostly below about 20%;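 also: plate controls were negative control peptide for no effect and reference peptide for full effect; strong numbers were not always called active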
MazF activator – increases E. coli MazEF RNase cleavage of RNA. FAM/BHQ RNA-DNA oligo cleavage fluorescence, 5 h. activation, % at 20 µM. P0AE70. 350,000 tested, 0.32% active. AID 504720; in the data active = activation above about 50%
Vc quorum ag – inducers of Vibrio cholerae quorum light production without autoinducers | AID 588436 | 350,000 tested, 0.16% active | V. cholerae BH1578 lux reporter, luminescence, 6 h | activation, % at 18.7 µM; in the data active = activation mostly above about 9.7%, no sharp cut-off; also: not every result past the cut was called active; inactives centre near 0; reference of the scale not given here
3CLpro inhibitor – SARS-CoV 3CLpro protease inhibition; 290,000 tested, 0.14% active; AID 1706; inhibition, % at 6 µM; recombinant SARS-CoV 3CLpro, quenched FRET peptide cleavage; P0C6X7; in the data active = inhibition above about 12%
PrPC surface inh – reduces human prion protein on the cell surface; P04156; cell surface PrPC, TR-FRET read-out; 370,000 tested, 0.43% active; AID 720596; inhibition, % at 13.8 µM; in the data active = inhibition above about 24%; also: 0% = median of the test wells and 100% = reference compound wells
TcdB GH inh – blocks C. difficile toxin B glycohydrolase activity. 350,000 tested, 0.24% active. TcdB glycohydrolase enzymatic assay, plate reader. P18177. inhibition, % at 9.99 µM; in the data active = inhibition above about 10%
DUSP3 inh – blocks human VHR1 dual specificity phosphatase | recombinant VHR phosphatase, pNPP absorbance | inhibition, % at 13.3 µM | 290,000 tested, 0.52% active | AID 1654; in the data active = inhibition above about 50%; also: some compounds called inactive have numbers as strong as hits
* hit, by the source's call; i = inactive; / = not tested or not shown. These rows are one share of the data; rates above refer to the full screens.

Start of the data: the first 12 compounds, to show the layout:
SMILES	Yp Topo-I inh	CCHFV vOTU inh	Rv3671c inh	PriA SSB inh	MazF activator	Vc quorum ag	3CLpro inhibitor	PrPC surface inh	TcdB GH inh	DUSP3 inh
Cc1cc(C(C)(C)C)cc(C)c1COC(=O)CN1C(=O)NC2(CCCC2)C1=O	21.1	12.5	-1.0	-3.9	-4.8	-5.7	/	0.5	2.2	/
C[C@H](NC(=O)[C@H]1N2C(=O)c3ccccc3C2SC1(C)C)C(=O)N1CCN(C)CC1 (some centres not stated)	-6.5	8.2	-6.4	-3.4	-1.1	i	-0.8	-5.3	0.8	17.8
Cc1ccc(CCNC(=O)CN(C)S(=O)(=O)c2cnc[nH]2)cc1	3.6	-4.5	7.8	-8.9	1.7	i	3.6	0.9	/	-21.6
Nc1nnc(-c2cn(-c3ccccc3)nc2-c2ccc(Cl)cc2)o1	2.3	2.3	-1.4	-14.7	17.2	-0.6	-1.2	-3.7	0.0	13.3
COc1ccc(Cc2noc(CN3CCCC(OCc4ccccn4)C3)n2)cc1OC (configuration not stated)	7.0	9.2	0.5	4.4	8.9	-3.3	1.7	10.4	-2.4	26.4
O=C(Cc1cccc(C(F)(F)F)c1)NCC(=O)Nc1cc(Cl)ccc1Cl	7.3	16.5	4.1	-12.2	1.2	-0.3	-0.1	6.2	-8.6	24.8
Clc1ccc(-n2ncc3c(NCC4CCCO4)ncnc32)cc1 (configuration not stated)	-1.3	-2.0	-6.4	7.6	0.5	-0.2	-1.2	-6.7	1.2	-9.7
CCN(CC)S(=O)(=O)c1ccc2c(c1)N(CC(=O)Nc1cccnc1Cl)C(=O)CO2	2.2	3.5	0.0	-11.0	-4.2	-0.3	3.6	4.3	1.3	-16.0
Cc1cc(SC#N)cc(C)c1NC(=O)CCl	5.7	8.1	-14.3	7.1	9.2	-0.2	-0.5	-6.0	/	-19.5
O=C(Nc1ccc2c(c1)OCO2)c1ccc2sc([C@@H]3O[C@H](CO)[C@@H](O)[C@H]3O)nc2c1	-10.4	14.0	/	/	/	-0.3	/	25.5*	0.9	/
CC(O)(c1ccc(F)c(F)c1)c1nc(-c2cc3ccccc3o2)cs1 (configuration not stated)	-8.6	16.6	/	/	/	-0.5	/	2.3	-0.8	/
Cc1cc(C(=O)Nc2nnc(C3CCCCC3)s2)cs1	1.8	-9.1	-0.9	-19.4	1.5	i	-3.8	-0.9	/	15.6

The list itself, previewed entries included:
SMILES	Yp Topo-I inh	CCHFV vOTU inh	Rv3671c inh	PriA SSB inh	MazF activator	Vc quorum ag	3CLpro inhibitor	PrPC surface inh	TcdB GH inh	DUSP3 inh
Cc1cc(C(C)(C)C)cc(C)c1COC(=O)CN1C(=O)NC2(CCCC2)C1=O	21.1	12.5	-1.0	-3.9	-4.8	-5.7	/	0.5	2.2	/
C[C@H](NC(=O)[C@H]1N2C(=O)c3ccccc3C2SC1(C)C)C(=O)N1CCN(C)CC1 (some centres not stated)	-6.5	8.2	-6.4	-3.4	-1.1	i	-0.8	-5.3	0.8	17.8
Cc1ccc(CCNC(=O)CN(C)S(=O)(=O)c2cnc[nH]2)cc1	3.6	-4.5	7.8	-8.9	1.7	i	3.6	0.9	/	-21.6
Nc1nnc(-c2cn(-c3ccccc3)nc2-c2ccc(Cl)cc2)o1	2.3	2.3	-1.4	-14.7	17.2	-0.6	-1.2	-3.7	0.0	13.3
COc1ccc(Cc2noc(CN3CCCC(OCc4ccccn4)C3)n2)cc1OC (configuration not stated)	7.0	9.2	0.5	4.4	8.9	-3.3	1.7	10.4	-2.4	26.4
O=C(Cc1cccc(C(F)(F)F)c1)NCC(=O)Nc1cc(Cl)ccc1Cl	7.3	16.5	4.1	-12.2	1.2	-0.3	-0.1	6.2	-8.6	24.8
Clc1ccc(-n2ncc3c(NCC4CCCO4)ncnc32)cc1 (configuration not stated)	-1.3	-2.0	-6.4	7.6	0.5	-0.2	-1.2	-6.7	1.2	-9.7
CCN(CC)S(=O)(=O)c1ccc2c(c1)N(CC(=O)Nc1cccnc1Cl)C(=O)CO2	2.2	3.5	0.0	-11.0	-4.2	-0.3	3.6	4.3	1.3	-16.0
Cc1cc(SC#N)cc(C)c1NC(=O)CCl	5.7	8.1	-14.3	7.1	9.2	-0.2	-0.5	-6.0	/	-19.5
O=C(Nc1ccc2c(c1)OCO2)c1ccc2sc([C@@H]3O[C@H](CO)[C@@H](O)[C@H]3O)nc2c1	-10.4	14.0	/	/	/	-0.3	/	25.5*	0.9	/
CC(O)(c1ccc(F)c(F)c1)c1nc(-c2cc3ccccc3o2)cs1 (configuration not stated)	-8.6	16.6	/	/	/	-0.5	/	2.3	-0.8	/
Cc1cc(C(=O)Nc2nnc(C3CCCCC3)s2)cs1	1.8	-9.1	-0.9	-19.4	1.5	i	-3.8	-0.9	/	15.6
Oc1cc2c(cc1CN1CCc3ccccc3C1)OCO2	9.1	-4.9	-1.8	8.0	1.4	-12.5	2.2	-6.6	0.4	3.6
CN1CCN(c2ccc(-c3cc(NC=O)c4ncc(-c5ccc(F)cc5)n4c3)cc2)CC1	-11.1	6.2	/	/	/	i	/	-6.0	0.8	/
Cc1cc2cc(CN(Cc3cccs3)C(=S)NCc3ccco3)c(=O)[nH]c2cc1C	15.6	4.8	-41.9	-1.1	5.1	i	2.3	-0.8	/	9.6
Cc1ccc(OCC(=O)Nc2nc(C)c(Cl)cc2Cl)c([N+](=O)[O-])n1	-2.2	-7.3	0.4	-11.6	-0.3	-1.4	/	-3.5	-0.1	/
O=C(O)Cc1ccc2sc(-c3ccccc3)nc2c1	1.7	-19.1	2.5	-3.1	-3.8	-0.3	6.3	10.8	/	-3.8
CCc1nnc(NS(=O)(=O)c2ccc(NC(=O)CCC(=O)OC)cc2)s1	7.6	-3.6	0.9	0.3	3.7	-2.0	2.2	4.4	-0.2	6.1
O=C(CCN=C1NS(=O)(=O)c2ccccc21)NCc1ccccc1F	-8.9	-2.2	0.9	-6.9	0.3	i	/	1.0	1.2	/
COc1cccc(NC(=O)N2CCc3ccccc3C2)c1	-0.6	7.8	2.5	-14.3	0.5	-0.9	-4.1	0.0	1.2	8.6
CN(CC1CCCO1)S(=O)(=O)c1ccc(C(=O)NCc2ccccc2)cc1 (configuration not stated)	-7.1	10.4	-4.3	-3.4	-2.9	-0.2	-1.0	6.5	0.5	3.6
O=c1cc(CSc2ccc([N+](=O)[O-])cc2)nc2sccn12	-14.8	4.4	-1.6	-9.1	8.4	0.0	-1.9	-9.8	-0.1	-12.0
Cc1ccc(NC(=O)C(C)N2CCOCC2)c(C(=O)c2ccccc2)c1 (configuration not stated)	11.8	2.1	0.2	1.0	-4.1	/	3.4	-0.3	/	21.9
COc1ccccc1COC(=O)C(NC(=O)c1ccc(C)cc1)C(C)C (configuration not stated)	30.4	1.0	/	-14.6	-6.5	-0.4	/	0.3	0.7	/
COCCCNC(=S)N1CCCN(c2nc3c(C)c(C)ccc3cc2C#N)CC1	12.9	3.9	-6.7	-18.4	0.5	-0.6	-1.1	-2.5	0.0	26.1
COc1ccc(CCN(C)CCC(=O)Nc2ccc(C)cc2)cc1OC	-9.0	-7.6	4.1	-1.6	3.4	i	0.1	-5.1	/	5.7
O=C(NNS(=O)(=O)c1ccc(F)cc1)C1CC(c2cccnc2)=NO1 (configuration not stated)	3.3	-7.3	2.3	-12.8	9.1	-0.3	6.2	-2.1	2.0	-20.6
CC(=O)c1ccc(-c2cnc3c(NC=O)cc(-c4ccc(S(C)(=O)=O)cc4)cn23)cc1	5.8	-6.6	/	/	/	i	/	-34.9	1.9	/
COc1cccc(NC(=O)c2ccccc2-c2nc(-c3cccc(C)c3)no2)c1	-3.3	14.3	-50.8	-14.7	-13.0	i	5.8	4.8	/	17.0
CCC(C)c1ccccc1O (configuration not stated)	-1.8	-0.8	5.9	-0.3	0.9	-0.3	/	0.2	0.6	/
COc1cc(/C=C2/C(=O)NN(c3cccc(Cl)c3)C2=O)cc(Br)c1O	1.6	20.1	2.6	3.6	-24.8	i	2.1	1.1	-2.0	12.1
O=C(Cn1cnc2cc([N+](=O)[O-])ccc2c1=O)N(Cc1ccccc1)C1CCS(=O)(=O)C1 (configuration not stated)	-8.6	8.8	10.5	2.2	4.6	-0.3	-0.5	-39.9	-0.5	3.6
Cc1nn(-c2cccc(C(F)(F)F)c2)c(=O)c2noc(C)c12	-4.4	-9.5	9.3	-12.9	-4.7	-0.8	4.1	-0.3	-1.5	7.7
CC1(C)Cc2c(C#N)c(N3CCOCC3)nc(Cc3ccccc3)c2CO1	32.1	-6.5	1.1	-4.6	-2.8	3.4	-1.8	-4.6	/	8.2
CC(C)CCn1c(N2CCCC2)nc2c1c(=O)[nH]c(=O)n2C	3.8	13.7	-10.8	-13.2	-25.8	i	-8.2	-2.6	0.2	8.8
Cc1nc2sc(C)c(C)c2c(=O)o1	-2.2	5.7	0.1	-1.3	6.7	4.6	-2.9	7.6	/	15.6
CC(=O)c1cc2c(cc1NC(=O)CCC1CCCC1)OCO2	/	-12.6	-3.0	/	/	/	2.3	-3.3	1.1	-2.2
COc1cc(C(=S)NC2CCCCC2)ccc1O	1.4	14.3	0.7	1.3	-1.4	-0.2	-2.1	-3.7	/	-5.6
Cc1onc(-c2c(Cl)cccc2Cl)c1C(=O)NCCN1CCOCC1	-7.3	-3.9	5.4	8.9	-7.4	i	-6.2	-6.0	/	-3.9
COc1cccc2cc(-c3nnc(SCC(=O)NCc4ccccc4)n3C)oc12	7.1	-6.2	2.1	-17.6	-2.2	0.1	-2.3	-1.9	1.2	3.5
CC(C)c1ccc(Nc2nc(Cl)nc(NCCO)n2)cc1	-0.9	1.0	3.8	-10.0	4.7	-0.4	-1.0	-0.9	1.4	13.6
O=C1c2[nH]nc(-c3ccccc3O)c2C(c2cccc(O)c2)N1Cc1ccco1 (configuration not stated)	-1.8	-2.1	-32.4	17.4	5.2	-0.2	4.2	-2.3	/	0.2
Cc1ccc(C)c(S(=O)(=O)N2CCC(c3nc4c(nnn4Cc4ccc5c(c4)OCCO5)c(=O)[nH]3)CC2)c1	32.4	21.6	-82.6	-2.2	3.2	0.0	2.2	0.2	1.3	22.4
CCNC(=S)N/N=C/c1cccc(OCc2c(F)cccc2Cl)c1	15.1	-3.5	-42.6	/	2.4	-0.2	6.3	-1.4	1.8	4.3
C=CC[n+]1c(C)csc1Nc1ccc(C)cc1	-1.0	2.4	0.2	33.3	-3.0	-0.1	0.6	7.5	-3.1	25.6
COc1ccc(CN(C)C(=O)c2ccc(Cl)c(S(=O)(=O)NCc3cccnc3)c2)cc1F	-6.6	8.4	-9.7	-5.1	4.6	-0.4	/	0.7	1.7	/
CC(=O)c1ccc(OCCCC(=O)OCc2nnc(-c3ccc(Cl)cc3)o2)cc1	1.9	-0.1	0.2	-14.0	-6.3	/	3.6	5.2	/	8.1
O=C(N/N=C/c1ccccc1Cl)c1ccc(F)cc1	8.0	6.4	1.1	/	4.5	-0.5	0.0	3.7	/	27.6
Cc1cc(C)nc(SCCn2c(N3CC(C)OC(C)C3)nc3c2c(=O)n(C)c(=O)n3C)n1 (configuration not stated)	1.4	5.4	5.0	6.5	-1.5	-0.9	-1.8	-1.6	0.6	11.5
